# Screens (PubChem BioAssay)
# KCNH2 3.1 block: blocks the human KCNH2 3.1 channel isoform | activity change, % (tested at about 1.8 µM) | U2OS KCNH2 3.1, thallium flux FluxOr; active compounds read low | 0.95% of 340,000 active | AID 720553;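 active = maximum activity change below -70%; inconclusive = maximum activity change from -70% to -50%; inactive = maximum activity change above -50%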;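 also: thallium influx rate constant from kinetic fluorescence after stimulation buffer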
#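 Thallium flux via FluxOr fluorescence (Red40 quencher, 45 min loading) in U2OS cells virally expressing the KCNH2 3.1 isoform (1.77 x 10^8 /mL virus, overnight at 37 C). Rate constants from 2-min kinetic reads post-stimulation, normalised to positive and negative controls.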
# Active calls of the source: *; u = inconclusive. % is scaled to controls: 0 for no effect and ±100 for the full control effect.
SMILES,KCNH2 3.1 block
CCOc1cc(C(=O)OC(C)C(=O)Nc2ccccc2OC)ccc1OCC(=O)N1CCOCC1 (configuration not stated),13.0
C[C@@H]1CN([C@H](C)CO)C(=O)CCCn2nncc2CO[C@H]1CN(C)C(=O)Nc1cccc(Oc2ccccn2)c1,11.3
CCOc1ccccc1NC(=O)CCNC(=O)C1CCN(S(=O)(=O)c2ccccc2)CC1,12.6
CN(CCc1ccccc1)C(=O)c1ccc(NC(=O)Cc2ccc(NC(=O)C3CCCN(C(=O)C4CC4)C3)cc2)cc1 (configuration not stated),7.3
Cc1cccc(S(=O)(=O)N(C)C[C@@H]2OCc3cn(nn3)CCCC(=O)N([C@H](C)CO)C[C@H]2C)c1,15.9
COc1ccccc1C(CNC(=O)c1ccc(NS(=O)(=O)c2ccc(C(C)=O)cc2)cc1)N1CCCC1 (configuration not stated),15.5
Cc1cccc(C=CC(=O)c2ccc(Cl)cc2)c1,-40.9
CCOC(=O)CCCCCC(=O)Nc1ccc2c(c1)C(=O)N([C@H](C)CO)C[C@H](C)[C@@H](CN(C)C(=O)Nc1ccccc1)OCCCC[C@@H](C)O2,-15.2
C/C(=N/Nc1ccc(C(=O)O)cc1)c1ccc2c(c1)Nc1ccccc1S2,-1.1
CCN(CC(=O)Nc1ccc(NC(C)=O)cc1)C(=O)c1cc(-c2ccccc2Cl)nc2ccccc12,-5.9
Cc1cc(C)cc(SCc2noc(C(=O)NCC3CC3)c2C(=O)NCC2CC2)c1,-13.8
O=[N+]([O-])c1ccc(NN=C(C2CC2)C2CC2)c([N+](=O)[O-])c1,-7.1
O=C(NNc1ccccc1)OCc1ccccc1,-3.1
Cc1nc2nc(C(F)(F)F)[nH]c2nc1C,1.0
Nc1ccn(C2OC(COP(=O)(O)O)C(O)C2O)c(=O)n1 (configuration not stated),-0.5
COC(=O)C1=C(C)N(CCCC(=O)O)C(=O)NC1c1cccc2ccccc12 (configuration not stated),-14.2
c1ccc(COc2ncnc3c2ncn3CCCNCc2ccccn2)cc1,-7.5
C#CCN(C[C@@H]1[C@@H](OC(=O)NCCCCCC)[C@@H](OC(=O)NCCCCCC)Cn2c(=O)ccc(=O)n21)S(=O)(=O)c1ccc(C)cc1,-18.1
Cc1ccc(NC(=O)c2sc3nc(N4CCOCC4)c4c(c3c2N)CCCC4)cc1,-6.1
COc1ccc(C(=O)Cn2c(NCCCO)nc3ccccc32)cc1,-9.9
CCOC(=O)C[C@H]1c2cc(C(F)(F)F)ccc2S(=O)(=O)N1Cc1ccccc1,-5.0
CC(=O)c1sc(N/N=C\c2c(O)ccc3ccccc23)nc1C,12.2
CCN(CC(=O)Nc1ccccc1C(F)(F)F)C(=O)c1ccccc1OCc1ccc(F)cc1,1.4
Cc1ccc(SCc2c(C(=O)N/N=C/c3cccs3)nnn2-c2nonc2N)cc1,-13.1
c1ccc(-c2nnc3oc(-c4cccs4)nn23)cc1,-3.6
Cc1ccc(C(=O)Nc2ccc3nc(C)sc3c2)o1,18.1
CC(=O)Nc1cccc(OCc2cccc([N+](=O)[O-])c2)c1,9.4
CN1CCN(C(=O)C[C@@H]2C[C@H]3c4cc(NC(=O)c5cccnc5)ccc4O[C@H]3[C@H](CO)O2)CC1,12.6
O=C(O)c1ccccc1-c1ccccc1C(=O)Nc1ccc2c(c1)C(O)c1ccccc1-2 (configuration not stated),-1.5
CC(C)OC(=O)N(C)C[C@H]1OCc2cnnn2CCCC(=O)N([C@H](C)CO)C[C@H]1C,23.6

# 17 compounds already listed, arranged by molecular weight, low to high.
SMILES,KCNH2 3.1 block
O=C(NNc1ccccc1)OCc1ccccc1,-3.1
c1ccc(-c2nnc3oc(-c4cccs4)nn23)cc1,-3.6
Cc1ccc(C(=O)Nc2ccc3nc(C)sc3c2)o1,18.1
O=[N+]([O-])c1ccc(NN=C(C2CC2)C2CC2)c([N+](=O)[O-])c1,-7.1
Nc1ccn(C2OC(COP(=O)(O)O)C(O)C2O)c(=O)n1 (configuration not stated),-0.5
CC(=O)c1sc(N/N=C\c2c(O)ccc3ccccc23)nc1C,12.2
c1ccc(COc2ncnc3c2ncn3CCCNCc2ccccn2)cc1,-7.5
CCOC(=O)C[C@H]1c2cc(C(F)(F)F)ccc2S(=O)(=O)N1Cc1ccccc1,-5.0
Cc1cc(C)cc(SCc2noc(C(=O)NCC3CC3)c2C(=O)NCC2CC2)c1,-13.8
Cc1ccc(NC(=O)c2sc3nc(N4CCOCC4)c4c(c3c2N)CCCC4)cc1,-6.1
CC(C)OC(=O)N(C)C[C@H]1OCc2cnnn2CCCC(=O)N([C@H](C)CO)C[C@H]1C,23.6
CCOc1ccccc1NC(=O)CCNC(=O)C1CCN(S(=O)(=O)c2ccccc2)CC1,12.6
CN1CCN(C(=O)C[C@@H]2C[C@H]3c4cc(NC(=O)c5cccnc5)ccc4O[C@H]3[C@H](CO)O2)CC1,12.6
CCN(CC(=O)Nc1ccc(NC(C)=O)cc1)C(=O)c1cc(-c2ccccc2Cl)nc2ccccc12,-5.9
CN(CCc1ccccc1)C(=O)c1ccc(NC(=O)Cc2ccc(NC(=O)C3CCCN(C(=O)C4CC4)C3)cc2)cc1 (configuration not stated),7.3
C#CCN(C[C@@H]1[C@@H](OC(=O)NCCCCCC)[C@@H](OC(=O)NCCCCCC)Cn2c(=O)ccc(=O)n21)S(=O)(=O)c1ccc(C)cc1,-18.1
CCOC(=O)CCCCCC(=O)Nc1ccc2c(c1)C(=O)N([C@H](C)CO)C[C@H](C)[C@@H](CN(C)C(=O)Nc1ccccc1)OCCCC[C@@H](C)O2,-15.2

# (cont.)
SMILES,KCNH2 3.1 block
O=C1NC[C@H](Cc2ccccc2)N(CC2CCN(CCc3ccccc3)CC2)C1=O,-7.7
CO[C@H]1O[C@H](CBr)[C@@H](OC(=O)c2ccccc2)[C@H](O)[C@H]1O,4.9
CC(=O)c1ccc2c3c(cc(C)c2c1)CCCC3,21.4
CNC(=O)C[C@H]1C(=O)N(C2CCCCC2)C[C@@H]1c1ccc(Br)cc1,6.9
O=C(NC1CCN(Cc2ccccc2)CC1)c1cc(S(=O)(=O)N2CCOCC2)ccc1Cl,-1.1
FC(F)(F)c1nnc2ccc(N3CCCCC3)nn12,9.4
CCN(CC)S(=O)(=O)c1ccc(C(O)=C(C#N)c2nc3ccccc3n2C)cc1,4.2
Cc1ccc(N(C)S(=O)(=O)c2cccc(C(=O)OCC(=O)N(C)Cc3ccccc3)c2)cc1,-14.1
Cn1cc(C[C@H](NC(=O)OC(C)(C)C)C(=O)N[C@@H](CO)Cc2ccccc2)c2ccccc21,-16.1
CC1(C)CC[C@]2(C(=O)O)CC[C@]3(C)C(=CCC4[C@@]5(C)CC[C@H](O)C(C)(C)C5[C@H](O)C[C@]43C)[C@@H]2C1 (some centres not stated),9.3
CCN(CC)C(=O)C1=C(C)N(Cc2ccccc2)C(=O)C(CC(=O)NC2CCCCC2)C1 (configuration not stated),1.6
N#C/C(=C/C1=C(N2CCOCC2)C(=C/c2cccc([N+](=O)[O-])c2)/CC1)C(=O)Nc1ccccc1F,-0.7
CCc1ccc(/C=C2\SC(=S)N(CCCC(=O)NC3=NCCS3)C2=O)cc1,12.9
C[C@H](O)CNC(=O)c1[nH]cnc1C(=O)N[C@@H](C)c1ccccc1,1.8
CC12CCCC(C(C#N)C(N)=O)(C1)NC(=O)C2C#N (configuration not stated),2.3
C[C@H](O)[C@@H]1C(=O)N2CCc3ccc(-c4cccc(F)c4)cc3[C@@H]2C[C@@H]1N(C)C(=O)Nc1ccccc1,-29.3
Brc1ccc2c(c1)-c1ccccc1C1=NCCN12,-0.6
CC12CCC(=O)C=C1C(O)CC1C2CCC2(C)C1CCC2(O)C(=O)CO (configuration not stated),0.0
CC(NC(=O)c1ccncc1)c1ccc(Br)cc1 (configuration not stated),-14.2
Cc1ccc(C(C)C)c(OCC(=O)NNC(=O)Nc2ccccc2)c1,2.1
O=C1NCCN1c1ccccc1,0.6
CCOC(=O)N1CCN(C(=O)CSCC(=O)N=c2sc3cc(OC)ccc3n2C)CC1,13.1
COc1ccc(CN2C(=O)C(CC(=O)NCc3cccc4ccccc34)CC(C(=O)N3CCOCC3)=C2C)cc1 (configuration not stated),6.1
COc1ccc(C(=O)N2CC(c3ccc(Cl)cc3)CC2=O)cc1 (configuration not stated),-20.9
CC(C)c1ccc(C2OCCCO2)cc1,-20.5
CCc1ccc(NC(=O)CSc2nc(C)cs2)cc1,12.1
O=S(=O)(c1ccccc1)N1CCCCC1CCc1ccccc1 (configuration not stated),-20.1
Cc1csc2ncc(C(=O)N3CCc4ccccc43)c(=O)n12,-5.3
COc1cc(N=Nc2ccc(C(=O)N(C)C)cc2)c(C)cc1N,-2.3
CCCCn1c(-c2nonc2NC(=O)c2ccccc2Cl)nc2ccccc21,6.4
CN1C(=O)[C@H]2[C@@H](c3ccc(C(F)(F)F)cc3)N[C@]3(CCCN(CC4CCCCC4)C3=O)[C@H]2C1=O,-18.7
CCOC(=O)N1C(=O)NC(=O)C1c1ccc(OC)cc1 (configuration not stated),-2.2
Cc1cc(NC(=O)C(C)SCC(=O)Nc2cccc(S(=O)(=O)N3CCCCCC3)c2)no1 (configuration not stated),-3.1
COc1ccc(CN2C(=O)C(CC(=O)NCCN3CCOCC3)CC(C(=O)N(C(C)C)C(C)C)=C2C)cc1 (configuration not stated),-25.5
O=C1[C@H]2[C@@H](c3ccc(C(F)(F)F)cc3)N[C@]3(CCCN(Cc4ccc(Cl)cc4)C3=O)[C@H]2C(=O)N1Cc1ccccc1,u
N#CCCN(Cc1ccccc1)C(=O)CCC(=O)c1ccc(F)cc1,-11.3
C#CCN1C=CC(=O)[C@@H](O)[C@H]1c1ccccc1Br,32.0
C[C@@H]1CCCCO[C@H](CN(C)Cc2ccc3c(c2)OCO3)[C@@H](C)CN([C@H](C)CO)C(=O)c2cc(NC(=O)c3ccccc3)ccc2O1,-24.9
CCN(CC)CCNC(=O)c1ccc(NC(=O)c2ccc(S(=O)(=O)N3CCCC3)cc2)cc1,-3.7
CCOC(=O)c1c(C)[nH]c(C(=O)OCC(=O)N(CC)c2c(N)n(Cc3ccccc3)c(=O)[nH]c2=O)c1C,7.4
CC(=O)Nc1ccc(NC(=O)CS(=O)(=O)c2cn(CC(=O)N3CCCCC3)c3ccccc23)cc1,20.1
CCN(CC)C(=O)Cn1c(=O)n(Cc2ccccc2Cl)c2c1c(=O)n(C)c(=O)n2C,-3.9
N#CC(=C(O)CN1CCN(c2ccccc2F)CC1)c1nc(-c2ccccc2)cs1,25.3
CC1=C(C(=O)N(C(C)C)C(C)C)CC(CC(=O)NC2CCCCC2)C(=O)N1Cc1ccccc1 (configuration not stated),4.3
C=CC(C)(C)c1c(O)c(CC=C(C)C)c(O)c2c(=O)c3ccc(O)c(O)c3oc12,-16.3
Cc1c(NC(=O)c2cc3ccccc3o2)cccc1-n1cnnn1,5.1
NC(=O)Cc1ccc(OCc2nn[nH]n2)cc1,5.1
CCCCN1CC(COCc2ccccc2)Oc2cccc(Oc3ccccc3)c2S1(=O)=O (configuration not stated),-20.3
CN(CCc1ccccc1)C(=O)c1ccc(NC(=O)Cc2cccc(NC(=O)C3CCN(S(=O)(=O)c4cccc([N+](=O)[O-])c4)CC3)c2)cc1,1.9
COC(=O)c1ccccc1NC(=O)c1ccc2c(c1)C(=O)N(Cc1ccco1)C2=O,5.7
COc1ccc(C(=O)OCC(=O)NC23CC4CC(CC(C4)C2)C3)c(O)c1,-8.9
CCCCC(C)Sc1nc2c([nH]1)c(=S)n(C)c(=O)n2C (configuration not stated),u
CN(N=Nc1nc[nH]c1C(=O)NN)C1CCCCC1,19.9
Cc1ccc(S(=O)(=O)N2CCN(C(=O)CN3C(=O)NC(C)(CCC(C)C)C3=O)CC2)c(C)c1 (configuration not stated),-5.3
Cc1nnc(N2C(=O)C(=O)/C(=C(/O)c3ccc4c(c3)OCCO4)C2c2cccc([N+](=O)[O-])c2)s1 (configuration not stated),12.5
Cc1nnc(SCc2cc(=O)[nH]c(N3CCCCC3)n2)s1,-6.8
COc1ccccc1NS(=O)(=O)c1cccc(NS(=O)(=O)c2cc(C(=O)O)ccc2Cl)c1,1.6
CC#CCN1c2ccccc2[C@]23C[C@@H](C(=O)OC)N(C(=O)NC4CCCCC4)C2=NC(C(=O)OC)=C(C(=O)OC)[C@H]13,8.7
C[C@H](O)[C@@H]1C(=O)N2CCc3ccc(N4CCN(C)CC4)cc3[C@@H]2C[C@@H]1N(C)C(=O)c1cccnc1,-8.9
O=c1[nH]c(Sc2ccc([N+](=O)[O-])cc2[N+](=O)[O-])nc2ccccc12,-16.5
# More records.
SMILES,KCNH2 3.1 block
CCO[C@@H]1OC(C(=O)NCc2nc3ccccc3[nH]2)=C[C@H](C(C)(C)C)[C@H]1CCCO,-0.2
COc1ccc([C@H]2C[C@H](O)[C@@H](n3cc(-c4ccc(F)cc4)nn3)CN2C(=O)C2CCCCC2)cc1,-0.7
CC(C)C[C@H]1COCCS(=O)(=O)N1Cc1cccc(C(F)(F)F)c1,0.8
OCC1OC(n2cnc3c(SCc4ccccc4)nc(NO)nc32)C(O)C1O (configuration not stated),9.6
COCCCNCc1cc(C)n(-c2cc(S(=O)(=O)N3CCOCC3)ccc2N2CCCC2)c1C,9.2
O=C(NCc1ccc(OC(F)(F)F)cc1)C1CC(c2ccc(C(F)(F)F)cc2)=NO1 (configuration not stated),3.8
CN1CCN(S(=O)(=O)c2cccc([N+](=O)[O-])c2)CC1,-4.4
C[C@@H]1CN([C@@H](C)CO)C(=O)CCCn2cc(nn2)CO[C@H]1CN(C)S(=O)(=O)c1ccccc1,-11.3
COC(=O)C(N)CCCCN (configuration not stated),1.6
Cn1nc(C(=O)NCC(=O)Nc2ccc(F)c(F)c2)ccc1=O,2.1
Cc1cc(N2C(=O)C(O)=C(C(=O)c3ccc(C)o3)C2c2cccc(Cl)c2)no1 (configuration not stated),4.3
CN(Cc1ccccc1)C(=O)CCC1CCN(C(=O)c2ccco2)CC1,-7.9
COc1ccc(Cc2nc3c([nH]2)c(=O)n(C)c(=O)n3C)cc1OC,7.1
Cc1cn([C@H]2C[C@H](O)[C@@H](CNC(=O)[C@H](N)Cc3cccnc3)O2)c(=O)[nH]c1=O,0.4

# An excerpt; rates above refer to the full screens.
